S1P2 agonist: agonists of human S1P2 receptor; O95136; 97,000 compounds, 0.46% hits; activation, % at 4.5 µM; S1P2-expressing cell line, agonist reporter read-out; AID 729; in the data active = activation above about 16%;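 also: 0% = vehicle low control and 100% = maximal reference agonist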
Target sequence (O95136 whole entry, looked up): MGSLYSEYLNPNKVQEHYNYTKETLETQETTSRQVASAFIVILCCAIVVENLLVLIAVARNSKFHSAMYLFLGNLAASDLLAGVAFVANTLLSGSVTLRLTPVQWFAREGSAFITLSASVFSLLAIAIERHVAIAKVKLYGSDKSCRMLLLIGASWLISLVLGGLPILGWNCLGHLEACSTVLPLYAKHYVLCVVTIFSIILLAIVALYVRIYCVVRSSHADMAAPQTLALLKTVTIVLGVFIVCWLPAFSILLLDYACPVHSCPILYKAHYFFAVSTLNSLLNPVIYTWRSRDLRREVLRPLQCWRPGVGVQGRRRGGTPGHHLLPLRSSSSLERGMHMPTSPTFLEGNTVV
HUVEC prolif 384: human endothelial cell proliferation inhibition; HUVEC proliferation, CellTiter-Glo luminescence, 72 h; active compounds read low; viability, % at 10 µM (by protocol); 86,000 compounds, 1.1% hits; AID 648;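 active = viability at or below 30%; inactive = viability above 30%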;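 also: 100% = median luminescence of DMSO-only cell control wells on each plate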
Ecoli WT expand: growth inhibitors of E. coli BW25113 wild type; OD600 absorbance; growth inhibition, % at 100 µM; 98,000 compounds, 0.15% hits;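 active = growth inhibition above about 50% at one test dose, limit read from the data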;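 also: growth measured after 20 h incubation at 37 °C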
H69AR inhibit: blocks growth of human H69AR lung tumor cells | H69AR lung tumor viability, ATP luminescence, 72 h; active compounds read low | viability, % at 10 µM | 85,000 compounds, 6% hits;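 active = viability at or below 40%; inactive = viability above 40%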;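 also: multidrug resistant small cell line overexpressing MRP-1 efflux transporter; 100% = mean luminescence of untreated control wells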
PostGolgi yeast: growth inhibition of a yeast mutant, post-Golgi transport screen. post-Golgi transport phenotypic cell assay. inhibition, % at 10 µM. 98,000 compounds, 0.9% hits;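 also: yeast cells grown in 1536-well plates; yeast grown about 18 h at 30C before absorbance read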
PostGolgi ctrl: growth of the yeast control strain, post-Golgi counter-screen | efflux-deficient yeast background strain, growth absorbance A615, 16 h | inhibition, % at 10 µM | 98,000 compounds, 5% hits
Lung fibro prol: blocks proliferation of human lung fibroblasts | viability, % at 10 µM | 85,000 compounds, 1.1% hits | AID 719 | LL 47 human lung fibroblast viability, ATP luminescence; active compounds read low;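 active = viability at or below 50% in the single dose screen; inactive = viability above 50%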;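 also: compound exposure lasted 72 h before the ATP readout; 100% = median luminescence of untreated cell-only wells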
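Times – overnight cell rest, 72 h compound treatment at 37 °C · Test system – human lung fibroblast line LL 47, low passage · Amount – 1,150 cells in each well · Controls – cell-only wells, no compound · Doses – 0.1% DMSO in all compound wells · Measured by – CellTiter-Glo luminescence · Buffer or medium – IMEM plus 15% FBS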
DAT uptake mod: modulates human dopamine transporter uptake under cocaine; Q01959; LLC-PK1 hDAT cells, [14C]-dopamine uptake with cocaine IC80; actives deviate in either direction; B-score at 10 µM; 110,000 compounds, 1.3% hits;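 active = Z score or B-score, a plate-position-corrected score, falls beyond the plate's 99.7% confidence bounds, in either direction; inactive = both scores lie inside the 99.7% bounds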;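 also: scored against the spread of the other compound wells on the same plate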
Target sequence (Q01959 whole entry, looked up): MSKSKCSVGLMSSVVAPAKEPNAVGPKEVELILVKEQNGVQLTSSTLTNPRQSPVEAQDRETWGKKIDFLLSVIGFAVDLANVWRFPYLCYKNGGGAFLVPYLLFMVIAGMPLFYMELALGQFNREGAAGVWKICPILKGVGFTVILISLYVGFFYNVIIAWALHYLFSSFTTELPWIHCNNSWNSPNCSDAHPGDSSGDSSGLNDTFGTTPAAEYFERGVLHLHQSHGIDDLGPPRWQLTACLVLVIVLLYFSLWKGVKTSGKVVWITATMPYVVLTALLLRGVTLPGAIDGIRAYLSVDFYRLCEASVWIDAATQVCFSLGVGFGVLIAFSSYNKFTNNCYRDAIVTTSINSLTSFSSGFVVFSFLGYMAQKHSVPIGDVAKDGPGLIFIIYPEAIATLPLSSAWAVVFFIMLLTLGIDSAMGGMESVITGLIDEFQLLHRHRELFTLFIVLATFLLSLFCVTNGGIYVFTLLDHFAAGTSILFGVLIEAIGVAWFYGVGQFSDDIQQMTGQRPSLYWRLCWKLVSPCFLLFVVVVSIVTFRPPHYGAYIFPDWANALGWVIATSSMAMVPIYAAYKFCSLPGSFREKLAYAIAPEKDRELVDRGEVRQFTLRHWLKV
S1P2 blocker: S1P2 (human) receptor antagonism; O95136; cell-based S1P2 antagonist assay, inhibition at 5 uM; inhibition, % at 5 µM; 97,000 compounds, 0.21% hits; in the data active = inhibition above about 45%;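 also: CRE beta-lactamase reporter cells expressing human S1P2 stimulated with S1P; 0% = agonist at EC80 alone and 100% = agonist plus reference antagonist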
Numbers without * were called inactive; . = not tested or not shown; & = joins results of further samples. Rule as the data show it, unless noted: active = inhibition above about 30%; inactive = the rest.

SMILES | S1P2 agonist | HUVEC prolif 384 | Ecoli WT expand | H69AR inhibit | PostGolgi yeast | PostGolgi ctrl | Lung fibro prol | DAT uptake mod | S1P2 blocker
CC1(C)Cc2ccccc2-c2nnc(-c3cccc(O)c3)n21 | 1 | . | 0 | . | 4 | 5 | . | -0.54 | -9
CC(/C=C/c1cccs1)=C\C(=O)O | 0 | 101 | -16 | 90 | -9 | 32* | 97 | -0.31 | 8
CCCCn1c(CN2CCN(c3cccc(Cl)c3)CC2)nc2c1c(=O)[nH]c(=O)n2C | -1 | 51 | . | 19* | . | . | 49* | -0.011 | -27
Cc1ccc(C)c(NC(=O)CS(=O)(=O)c2cn(C)c3ccccc23)c1 | -6 | 96 | . | 101 | . | . | 101 | -0.27 | 16
Cn1c(=O)n(CC(=O)OCc2ccccc2)c(=O)c2c1nc1n2CCCN1C1CCCCC1 | -1 | 105 | . | 78 | . | . | 102 | 1.9 | 1
CN(CC(=O)NCCC1=CCCCC1)S(=O)(=O)c1ccc2c(c1)CCC(=O)N2 | -5 | 107 | 0 | 96 | -8 | 2 | 102 | 0.45 | 26
CC1(C)CC(=O)c2cnn(-c3nc4ccccc4[nH]3)c2C1 | -3 | 81 | 7 | 79 | 2 | 19 | 96 | 1 | 9
Cc1cn(S(=O)(=O)c2ccc(Br)cc2)cn1 | -1 | 96 | 3 | 101 | -7 | 7 | 104 | 0.46 | 8
CC(C)c1nc(N2CCOCC2)c(C#N)c2c1CCC2 | -2 | 102 | 14 | 91 | 7 | 2 | 94 | -0.31 | 0
COc1ccc(NC(=O)c2oc3ccc(S(=O)(=O)N4CCC5(CC4)OCCO5)cc3c2C)cc1 | . | 95 | -15 | 87 | -3 | 4 | 94 | 1&0.46 | .
Cc1cc2n(n1)C(c1ccccc1)Nc1ccccc1-2 (configuration not stated) | -5 | 98 | 4 | 104 | -5 | 18 | 99 | -0.021 | 0
CCCc1cc(=O)[nH]c(SCC(=O)N2CCN(c3ccc(F)cc3)CC2)n1 | -9 | 93 | -3 | 91 | 12 | 3 | 98 | -0.45 | 8
CCN(CC)C(=O)C1=C(C)Nc2nnnn2C1c1cccnc1 (configuration not stated) | -3 | 104 | 3 | 88 | 1 | -2 | 101 | -0.22 | -2
O=C(NCCC1=CCCCC1)c1ccc(=O)oc1 | -2 | 108 | 1 | 48 | 14 | 6 | 101 | -0.91 | 8
O=C(NCc1cccnc1)C1CCCCN1S(=O)(=O)c1ccc(F)cc1 (configuration not stated) | -3 | 90 | 3 | 101 | 1 | 15 | 95 | -0.11 | -2
O=C(CN(C(=O)Cn1nnc(-c2ccccc2F)n1)c1cccc2c1CCCC2)NCc1ccccc1 | -3 | . | -19 | . | 1 | 18 | . | 2.1 | -1
NC(=O)CSc1nnc(COc2ccccc2)n1C1CCCCC1 | -4 | 99 | . | 97 | . | . | 100 | . | 8
CCCCCn1c(C(Cc2ccccc2)NC(C)=O)nc2ccccc21 (configuration not stated) | -7 | 92 | -2 | 63 | -6 | 12 | 92 | 0.32 | 19
c1ccc(Cc2nnc3sc(-c4ccc5c(c4)OCCO5)nn23)cc1 | -3 | 99 | -3 | 91 | -7 | 23 | 105 | -0.27 | -10
COC1CCCCC1NS(=O)(=O)c1ccccc1 (configuration not stated) | -5 | 102 | 0 | 96 | 1 | 8 | 99 | -0.54 | 13
CCCCn1c(CN2CCN(C(=O)OCC)CC2)nc2c1c(=O)[nH]c(=O)n2C | -6 | 97 | 3 | 65 | -1 | -1 | 111 | 1.2 | 2
CCOc1ccc(-n2c(N)c(C(=O)NCC3CCCO3)sc2=S)cc1 (configuration not stated) | -9 | 99 | -6 | 95 | 1 | 4 | 101 | 0.71 | 1
COC(=O)C1CN(S(=O)(=O)c2ccc(C)cc2)CCN1S(=O)(=O)c1ccc(C)cc1 (configuration not stated) | -17 | 98 | -3 | 80 | -2 | 7 | 96 | 2.4 | 3
Cc1cccc(NC(=O)C23CCC(C)(/C(=N/O)C2)C3(C)C)c1 (configuration not stated) | -5 | 99 | -5 | 99 | 7 | 15 | 99 | 0.16 | -17
O=C(NCC(=O)N(CC1CCCO1)C1(C(=O)NC2CCCCC2)CCCCC1)c1ccccc1 (configuration not stated) | 0 | . | 3 | . | 24 | 1 | . | 0.064 | -1
Cn1c(=O)oc2cc(S(=O)(=O)NC3CCCCCCC3)ccc21 | -8 | 96 | 4 | 104 | 8 | 11 | 96 | -0.17 | 7
CC1(C)Cc2c(C#N)c(SCc3nc4ccccc4[nH]3)nc(N3CCOCC3)c2CO1 | 31* | 83 | -3 | 37* | -4 | 10 | 96 | 0.052 | -42
Cc1nnc2n(Cc3ccccc3)c(=O)c3c4c(sc3n12)COC(C(C)C)C4 (configuration not stated) | -5 | . | -6 | . | 3 | 71* | . | 0.93 | -12
Cc1nn(C)c(C)c1/C=N/N=C1\CCC2C3CCc4cc(O)ccc4C3CCC12C (configuration not stated) | -6 | . | -7 | . | -2 | 2 | . | . | 12
COc1cccc(N2C(=O)CC(N3CCC(C(N)=O)(N4CCCCC4)CC3)C2=O)c1 (configuration not stated) | -3 | 97 | -7 | 94 | -1 | 7 | 103 | 1.9 | -7
Cc1c(O)ccc(-c2[nH]ncc2-c2nc3ccccc3s2)c1O | -4 | 93 | 0 | 92 | 14 | -1 | 77 | -0.057 | -2
COc1ccc2oc(=O)c(C(C)=O)cc2c1 | -3 | 91 | 5 | 99 | 9 | -1 | 99 | 0.47 | 9
CC1CCCCC1NCC(=O)Nc1ccccc1-c1ccccc1 (configuration not stated) | 0 | 98 | . | 74 | . | . | 88 | -0.018 | -13
O=C(OCC(=O)c1c[nH]c2ccccc12)c1ccco1 | -5 | 94 | 8 | 91 | 0 | 5 | 92 | -1.2 | 9
c1ccc(Cn2c(CNc3nc4ccccc4n3CCN3CCCCC3)nc3ccccc32)cc1 | -2 | 15* | . | 9.6* | . | . | 64 | -0.075 | -1
Cc1cccc(-c2c3c(=O)n(C)c(=O)n(C)c3cn2-c2ccc(O)cc2)c1 | -1 | 106 | . | 99 | . | . | 101 | -0.66 | 2
CC(C)Oc1ccc(C(=O)O)c(C(=O)O)c1 | -10 | 95 | 4 | 84 | 4 | -4 | 101 | . | -17
Cc1ccc(C)c(-n2c(CNC(=O)c3ccco3)nnc2SCC(=O)Nc2nnc(C)s2)c1 | -5 | 102 | -8 | 93 | 7 | 8 | 98 | -0.047 | 3
Cc1ccccc1Sc1ncnc2onc(C)c12 | -12 | 81 | 7 | 43 | -1 | -2 | 96 | -0.43 | 18
Cc1ccc(NC(=O)C2CCCN(S(=O)(=O)c3cnc[nH]3)C2)c(Br)c1 (configuration not stated) | -2 | 95 | 2 | 101 | -7 | 5 | 98 | 0.053 | 18
C=CCn1c(C(CCC(C)C)CC(C)(C)O)n[nH]c1=S (configuration not stated) | -7 | . | -2 | . | 17 | 1 | . | -0.4 | 13
Cc1nn(-c2ccccn2)c2c1-c1nc(N3CCOCC3)ncc1CC2 | -2 | 63 | -6 | 10* | 0 | 13 | 93 | -0.036 | -16
Cn1c(=O)c2c(nc(Oc3ccc4ccccc4c3)n2C)n(C)c1=O | -2 | 68 | 3 | 94 | -1 | 1 | 104 | 0.95 | -38
COc1ccc(OC)c(C2=Nn3c(nnc3-c3cccc(OC(C)C)c3)SC2)c1 | 6 | 73 | -8 | 62 | -7 | 29 | 93 | 0.12 | -30
OCCCc1nc2n(n1)C(c1ccccc1)C=C(c1ccc(F)cc1)N2 (configuration not stated) | -6 | 105 | 3 | 58 | 1 | 6 | 104 | 1.6 | 19

Profiles, looked up by structure. Values in the order: S1P2 agonist | HUVEC prolif 384 | Ecoli WT expand | H69AR inhibit | PostGolgi yeast | PostGolgi ctrl | Lung fibro prol | DAT uptake mod | S1P2 blocker
CC(C)Oc1ccc(C(=O)O)c(C(=O)O)c1 as listed: -10 | 95 | 4 | 84 | 4 | -4 | 101 | . | -17
Cc1c(O)ccc(-c2[nH]ncc2-c2nc3ccccc3s2)c1O as listed: -4 | 93 | 0 | 92 | 14 | -1 | 77 | -0.057 | -2

By substructure, the compounds so far containing a thiophene ring, fused or not.
SMILES | S1P2 agonist | HUVEC prolif 384 | Ecoli WT expand | H69AR inhibit | PostGolgi yeast | PostGolgi ctrl | Lung fibro prol | DAT uptake mod | S1P2 blocker
CC(/C=C/c1cccs1)=C\C(=O)O | 0 | 101 | -16 | 90 | -9 | 32* | 97 | -0.31 | 8
Cc1nnc2n(Cc3ccccc3)c(=O)c3c4c(sc3n12)COC(C(C)C)C4 (configuration not stated) | -5 | . | -6 | . | 3 | 71* | . | 0.93 | -12

Back to the main list, repeating the 2 entries before the break.
SMILES | S1P2 agonist | HUVEC prolif 384 | Ecoli WT expand | H69AR inhibit | PostGolgi yeast | PostGolgi ctrl | Lung fibro prol | DAT uptake mod | S1P2 blocker
COc1ccc(OC)c(C2=Nn3c(nnc3-c3cccc(OC(C)C)c3)SC2)c1 | 6 | 73 | -8 | 62 | -7 | 29 | 93 | 0.12 | -30
OCCCc1nc2n(n1)C(c1ccccc1)C=C(c1ccc(F)cc1)N2 (configuration not stated) | -6 | 105 | 3 | 58 | 1 | 6 | 104 | 1.6 | 19
COC(=O)c1[nH]c2ccc(C)cc2c1NS(=O)(=O)c1ccc(F)cc1 | -5 | 88 | -5 | 84 | 14 | -2 | 94 | -0.046 | -8
CC(=O)C1=C(C)NC(SCC(N)=O)=C(C#N)C1C (configuration not stated) | -9 | 98 | 6 | 104 | 1 | -5 | 108 | -0.11 | -8
CN(CC(=O)Nc1ccccc1C(=O)N1CCCC1)S(=O)(=O)c1ccc(Cl)cc1 | -5 | 104 | 12 | 96 | 7 | 0 | 105 | -0.38 | -17
O=C(NCC1CCCO1)c1ccc(COc2ccc(F)cc2)o1 (configuration not stated) | 1 | 81 | 6 | 89 | 6 | 2 | 91 | 0.052 | -18
COc1ccc(S(=O)(=O)N(CC(=O)N/N=C/c2cccs2)c2ccc(C)cc2)cc1OC | -7 | . | 2 | . | 17 | -3 | . | -0.51 | 24
O=C(O)C1C2C=CC(C2)C1C(=O)NCc1ccccn1 (configuration not stated) | -7 | 97 | 1 | 92 | -8 | 12 | 108 | 1.7 | -12
Cc1ccc(C)c(NC(=S)NNC(=O)c2sccc2C)c1 | -5 | . | -5 | . | -3 | 5 | . | 0.32 | -4
CC(=O)c1c(O)c(C)c(-c2ccccc2)n(-c2ccccc2)c1=O | -5 | . | 3 | . | 1 | 25 | . | -0.0085 | -6
O=C(Nc1ccc(Cl)cc1)NC1(C(=O)NCCCN2CCOCC2)CCCCC1 | -5 | 97 | 6 | 97 | -3 | 7 | 105 | -2.1 | 4
COC(=O)CSc1nc2c(c(=O)n(C)c(=O)n2C)n1CCC(C)C | . | 85 | 1 | 87 | 25 | 20 | 94 | -1 | .
O=C(O)CCC(=O)NNC(=O)CCCOc1ccc(Cl)cc1Cl | -8 | . | 0 | . | 10 | 0 | . | 0.25 | 2
CCN(C(=O)c1cccs1)c1nnc(-c2ccncc2)s1 | -1 | 103 | -11 | 88 | 0 | 15 | 113 | -0.034 | -8
Cc1nc2sc(C(=O)O)c(N)c2c2c1COC(C)(C)C2 | -2 | 99 | -3 | 93 | -9 | 9 | 101 | -0.55 | -25
Cc1cc(NC(=O)CN2CCC(n3nnc4cc(C(F)(F)F)ccc43)CC2)no1 | -8 | 92 | -8 | 78 | -8 | 15 | 99 | 0.0055 | 22
Cc1nnc(SCCC(C)C)[nH]c1=O | 0 | 90 | -7 | 95 | -4 | 4 | 105 | -0.67 | 11
Cc1c(NC(=O)CSC2=C(C#N)C(c3ccccc3F)CC(=O)N2)c(=O)n(-c2ccccc2)n1C (configuration not stated) | -2 | 102 | 0 | 96 | 1 | 7 | 117 | -0.43 | 8
Cc1ccc(-c2nnc(N3CCN(C(=O)CN4C(=O)c5ccccc5C4=O)CC3)c3ccccc23)cc1 | -5 | 70 | . | 93 | . | . | 98 | 0.31 | 16
